Screening results deposited in PubChem BioAssay by National Center for Advancing Translational Sciences (NCATS).
Eya2 phos inh = Eya2 (human) phosphatase inhibition; O00167; recombinant Eya2, OMFP fluorescence dephosphorylation (OMFP is methylfluorescein phosphate); Potency, µM (highest dose often 76.9 µM), inactives show top-dose activity, negative = inhibition, actives largely listed as inhibitors; 0.006% of 330,000 active; AID 488837; also: potency is read from the fitted curve at half-maximal effect; % is scaled to controls: 0 for no effect and ±100 for the full control effect
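Eya2 protein (added as 0.2 uM solution) was preincubated with compound for 10 min at ambient temperature in 50 mM HEPES pH 7.5, 50 mM NaCl, 5 uM MgCl2, 0.05% BSA, 1 mM DTT. OMFP (added at 50 uM) then reacted 10 min; fluorescence read at 485/525 nm.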
Mito fusion yeast = mitochondrial division inhibition or fusion activation. S. cerevisiae fusion-defective mutant growth rescue, CellTiterGlo 48 h. Potency, µM (top dose mostly 46.1 µM), for the others: at the highest dose growth rescue (activation), usual class: activators. 0.23% of 320,000 active;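 also: potency is read from the fitted curve at half-maximal effect; % of control where 0% means no effect; nearly all actives have a fitted effect of over 45% in size; temperature-sensitive fusion mutants such as fzo1-1 at 37 °C on non-fermentable ethanol glycerol medium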
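Luminescent cell viability in 1536-well qHTS format served as the measure of rescued growth in ts fusion-mutant S. cerevisiae cultured on non-fermentable YPEG for 48 hours at 37C.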
ELG1 repair inh = blocks ELG1-dependent DNA repair in HEK293T cells; HEK293T ELG1-luciferase reporter, luminescence, 16 h; DNA damage induced by 5-fluorouridine; Potency, µM (highest dose often 46.1 µM), without a hit: at the top dose activity change, negative = inhibition, usual class: inhibitors; 2.3% of 330,000 active; AID 504467; also: potency is read from the fitted curve at half-maximal effect; % is scaled to controls: 0 for no effect and ±100 for the full control effect; nearly all actives have a fitted effect of over 55% in size
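Step one: seed 2,000 cells per well. Step two: pin-transfer compound or DMSO alongside 5-fluorouridine. Step three: incubate 16 hr, 37 °C, 5% CO2. Step four: add ONE-Glo, wait 30 min, read luminescence.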
TSHR antag = human thyrotropin receptor antagonism. TSHR-expressing cells, TSH-stimulated cAMP HTRF, 2 h; active compounds read low. activity change, negative = inhibition, % at 11.5 µM. 0.2% of 330,000 active. AID 504810;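 active = activity change below a set negative limit, meaning inhibition stronger than a set level, cut at about -70% in these data; inconclusive = activity change between two set negative limits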; also: % is scaled to controls: 0 for no effect and ±100 for the full control effect
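Antagonism was scored as loss of TSH-driven cAMP in TSHR cells, stimulated with 4nM TSH (EC80) for 2 hours at 37 deg C and detected by homogeneous HTRF competition immunoassay.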
Tb PFK block = blocks T. brucei phosphofructokinase; O15648; T. brucei PFK, ADP-Glo luminescence; Potency, µM (titrated, usually from 57.5 µM), without a hit: at the top dose activity, negative = inhibition, usual class: inhibitors; 0.17% of 330,000 active; AID 485367;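 also: potency is read from the fitted curve at half-maximal effect; 0% = uninhibited 1x PFK enzyme wells and -100% = no-enzyme wells; nearly all actives have a fitted effect of over 60% in size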
Target sequence (O15648 whole entry, looked up): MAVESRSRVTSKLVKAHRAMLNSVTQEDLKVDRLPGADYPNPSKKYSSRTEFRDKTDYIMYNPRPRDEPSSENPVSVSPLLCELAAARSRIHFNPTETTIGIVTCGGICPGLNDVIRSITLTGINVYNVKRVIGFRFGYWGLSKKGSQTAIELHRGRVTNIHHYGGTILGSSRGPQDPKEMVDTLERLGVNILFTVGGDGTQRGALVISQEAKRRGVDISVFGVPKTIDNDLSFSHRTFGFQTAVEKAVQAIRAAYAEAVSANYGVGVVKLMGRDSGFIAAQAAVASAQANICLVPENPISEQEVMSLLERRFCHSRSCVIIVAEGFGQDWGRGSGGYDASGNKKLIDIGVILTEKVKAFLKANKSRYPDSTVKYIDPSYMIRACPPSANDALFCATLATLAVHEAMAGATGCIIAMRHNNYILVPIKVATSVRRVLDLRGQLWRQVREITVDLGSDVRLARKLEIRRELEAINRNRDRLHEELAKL
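1.25 nM PFK with 0.5 mM F6P and 0.1 mM ATP in 0.1 M TEA pH 8.0, 5 mM MgCl2, incubated 45 min at room temperature; ADP measured by ADP-Glo luminescence; compounds titrated up to 57 uM.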
PTAP TSG101 blk = blocks PTAP/TSG101 interaction to inhibit HIV-1 budding. Fluorescence polarization, FITC-PTAP peptide / Tsg101 binding. Potency, µM (top dose mostly 115 µM), for the others: at the highest dose activity change, negative = inhibition, most hits filed as inhibitors. 340,000 tested, under 10 active. AID 493005; active = well fitted inhibition curve with a large enough effect in the main read-out, with a control signal flat, not every such curve was filed as active; inconclusive = small, poorly fitted or top-dose-only effect, or effect the other way, or a change in a side signal; inactive = no such curve, though single readings can be large or run the other way; also: potency is read from the fitted curve at half-maximal effect; % of control where 0% means no effect
Target sequence (Q99816 whole entry, looked up): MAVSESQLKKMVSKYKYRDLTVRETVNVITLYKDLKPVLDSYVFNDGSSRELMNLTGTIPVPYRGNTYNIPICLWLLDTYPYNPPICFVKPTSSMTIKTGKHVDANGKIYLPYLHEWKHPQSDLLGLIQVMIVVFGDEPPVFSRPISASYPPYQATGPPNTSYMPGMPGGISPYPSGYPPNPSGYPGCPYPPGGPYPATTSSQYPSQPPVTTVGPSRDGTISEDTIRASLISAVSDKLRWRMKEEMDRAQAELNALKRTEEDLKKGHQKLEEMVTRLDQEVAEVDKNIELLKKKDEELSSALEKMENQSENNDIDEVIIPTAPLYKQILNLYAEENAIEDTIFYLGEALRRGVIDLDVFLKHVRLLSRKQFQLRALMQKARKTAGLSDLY
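Steps: Tsg101 binding domain dispensed (10 uM final), compounds pinned in DMSO, FITC-labeled PTAP-motif peptide added (50 nM final); after 20 min binding at room temperature, polarization measured.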
TCR activator = T cell receptor activation; primary human leukocytes, anti-CD3, IL-2 HTRF, 48 h; 330,000 tested, under 10 active; Potency, µM (series often up to 9.22 µM), for inactives: at the top dose activation of IL-2 secretion, hits mostly activators; also: % of control where 0% means no effect
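Primary human leukocytes were stimulated with a-CD3 beads plus compounds for 48 hr without co-stimulation; secreted IL-2 was quantified by HTRF using a-IL-2-K (europium cryptate) and a-IL-2-d2, excited at 320nm with acceptor emission read at 665nm.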
uPA generation = blocks generation of uPA at the cell surface; Potency, µM (highest dose often 38.3 µM), for the others: at the highest dose activity change, negative = inhibition, hits mostly inhibitors; cell surface uPA generation assay, qHTS; 0.31% of 330,000 active; AID 540303; active = well fitted inhibition curve with a large enough effect; inconclusive = small, poorly fitted or top-dose-only effect; inactive = no such curve, though single readings can be large or run the other way; tested in mouse RAW 264.7 cells; also: potency is read from the fitted curve at half-maximal effect; % is scaled to controls: 0 for no effect and ±100 for the full control effect; nearly all actives have a fitted effect of over 55% in size
B2AR arrestin = beta2AR (human) beta-arrestin recruitment activity; AID 492947; beta-arrestin recruitment to beta2AR, cell-based reporter; Potency, µM (series often up to 46.1 µM), for the others: at the highest dose activation, most hits filed as activators; 0.02% of 330,000 active; P07550;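 also: potency is read from the fitted curve at half-maximal effect; 0% = DMSO controls and full agonism = EC100 isoproterenol or metaproterenol; nearly all actives have a fitted effect of over 65% in size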
USP2a inh = blocks human ubiquitin-specific protease USP2a; O75604; USP2 core, Ub-CHOP2 coupled fluorogenic reporter, 485/531; Potency, µM (top dose mostly 38.3 µM), inactives show at the top dose activity change, negative = inhibition, actives largely listed as inhibitors; 0.01% of 330,000 active;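 also: potency is read from the fitted curve at half-maximal effect; plate controls were DMSO wells for no effect and full inhibition by NEM control for full effect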
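Deubiquitinase activity read as fluorescence (485/531 nm) after Ub-CHOP2 cleavage activates the enterokinase reporter on its substrate; USP2 core 10nM, Ub-CHOP2 and substrate 25nM each, 30min compound preincubation then 60min RT; data normalized to NEM, curves fitted.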
Chronic BCR inh = inhibitors of chronic active B-cell receptor signaling. ABC-DLBCL IkBa-CBG/CBR reporter, luminescence ratio, 4 h. AID 493014. Potency, µM (top dose mostly 46.1 µM), for inactives: at the top dose ratio change, negative = lower green/red ratio, most hits filed as inhibitors. 0.05% of 340,000 active; active = well fitted inhibition curve with a large enough effect in the signal ratio, with a control signal flat, not every such curve was filed as active; inconclusive = small, poorly fitted or top-dose-only effect, or effect the other way, or a change in a side signal; the % refers to the signal ratio;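 also: potency is read from the fitted curve at half-maximal effect; plate controls were basal doxycycline-induced cells for no effect and cells given 10 µM MG132 for full effect; MG132 reads +100%, hits lower the ratio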
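Concentration-response series (up to 46 uM) were applied to TMD8 dual-reporter cells for 4 h at 37C with doxycycline. Green/red ratio, after filter-overlap correction, defined %Activity; red signal alone was normalised to basal cells and zero luminescence.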
An asterisk follows results filed as active; ? = inconclusive; . = not tested or not shown; & = joins results of further samples; [ ] = another dose, or the depositor's remark. Unless noted, calls follow the shape of the dose curve; as a rule, active = well fitted curve in the direction sought with a large enough effect; inconclusive = small, poorly fitted or top-dose-only effect, or another doubt; inactive = no such curve, though single readings can be large; an effect the other way counts as inactive or inconclusive.

SMILES	Eya2 phos inh	Mito fusion yeast	ELG1 repair inh	TSHR antag	Tb PFK block	PTAP TSG101 blk	TCR activator	uPA generation	B2AR arrestin	USP2a inh	Chronic BCR inh
Cc1nc2cc(-c3cccc(F)c3)nn2c(C)c1CCC(=O)NC(C)c1ccc2c(c1)OCCO2 (configuration not stated)	3%	?	?	-11	-2%	-4%	0%	-5%	-0.5%	-2%	?
CCC1CCC(c2nnc(-c3ccc([N+](=O)[O-])cc3)o2)CC1 (configuration not stated)	-6%	27%	?	-18	0%	-3%	1%[46.1 µM]	-2%	3.3%	4%	?
CCc1nc2c3cnn(-c4cc(Cl)ccc4C)c3ncn2n1	3%	3%	5%	5	6%	1%	0%	3%	-0.4%	-5%	0%
CC(/C=N/NC(=O)c1cccc(F)c1)=C\c1ccccc1	-17%	-4%	?	11	?	-7%	13%	?	-0.8%	-2%	?
COc1ccc(-c2ccc(CCC(=O)O)o2)cc1	3%	3%	?	6	24%	0%	-1%	-13%	0.0%	1%	-15%
O=C(CSc1ccccn1)N1CCN(c2ccc(Cl)cc2)CC1	6%	-3%	-7%	-13	-1%	-2%	4%	0%	-0.1%	1%	4%
Clc1ccc(-c2nn3c(-c4ccccn4)nnc3s2)c(Cl)c1	-10%	0%	3%	5	1%	.	.	.	0.4%	-2%	3%
CC(C)(C)SCCNC(=O)CN(c1ccc(F)c(Cl)c1)S(C)(=O)=O	11%	2%	1%	-33	-6%	2%	5%	.	0.1%	2%	-9%
Cc1cccc(N(CC(=O)NCC2CCCO2)C(=O)CCC(=O)Nc2nccs2)c1 (configuration not stated)	13%	11%	3%	-5	-7%	-6%	2%	7%	-0.2%	2%	5%
Cc1ccc(C(=O)Nc2nc(=O)n(C(=O)c3ccccc3Cl)s2)cc1	-6%	7%	?	2	2%	-1%	-6%	0%	-0.8%	0%	?
O=C(CN1C(=O)c2ccccc2C1=O)Nc1ccc2c(c1)OCO2	-7%	-2%	16%	0	5%	-5%	.	.	-0.1%	-2%	3%
Cc1ccccc1NC(=O)COC(=O)C1(C)CC1(Cl)Cl (configuration not stated)	-15%	-7%	?	30	-1%	1%	-1%	2%	-0.2%	-4%	?
CCOC(=O)C1CCCN(C(=O)Cn2cnc3sc(C)c(S(=O)(=O)N4CCOCC4)c3c2=O)C1 (configuration not stated)	-5%	-10%	11%	5	-1%	-6%	0%	1%	0.1%	1%	-1%
CCCc1nnc(NC(=O)CCC(=O)O)s1	4%	13µM*	?	20	3%	-2%	6%	-12%	-0.2%	0%	-2%
Cc1ccc(-c2csc3ncnc(NCCC(=O)O)c23)cc1	7%	0%	?	32	-4%	-4%	4%	1%	-0.7%	-1%	1%
O=C(CC1Sc2ccccc2NC1=O)Nc1cccc(-c2nnc3n2CCCCC3)c1 (configuration not stated)	8%	5%	3%	-8	-6%	-10%	6%	2%	0.1%	3%	2%
O=C(Nc1ccnn1C1CCN(Cc2ccccc2OCCO)CC1)c1cccc(F)c1	-6%	1%	0%	-2	1%	-5%	1%	-4%	-0.2%	1%	0%
Cc1cccc(C)c1NC(=O)Cn1nc(C)n2cccc2c1=O	2%	-13%	16%	13	-22%	-3%	-6%	12%	-0.2%	3%	7%
O=C(Nc1ccc([N+](=O)[O-])cc1)Nc1ccc2[nH]c(=O)[nH]c2c1	2%	2%	-5%	7	-10%	-9%	4%	-2%	-0.2%	-6%	?
CO/N=C/NC(=O)NOCc1ncc(C(F)(F)F)cc1Cl	-2%	-3%	0%	6	-1%	-2%	-20%	-4%	-0.3%	2%	?
O=C(Nc1ccc(F)cc1F)c1c(C(F)(F)F)ccnc1Oc1cccc(C(F)(F)F)c1	19%	0%	0%	-9	0%	0%	4%	3%	-0.3%	-1%	5%
O=C(COC(=O)c1ccc(Cl)cc1)NC1CCCCCC1	3%	-1%	2%	-1	-5%	-6%	0%	3%	-0.7%	0%	-2%
COc1ccccc1CCNC(=O)c1ccc(NC(=O)CC2SC(N3CCCCC3)=NC2=O)cc1 (configuration not stated)	-13%	-3%	?	20	-2%	-4%	5%	-26%	0.2%	0%	1%
COc1ccccc1CC(=O)Nc1ccc(OC)c(OC)c1	11%	-1%	1%	9	-5%	1%	-3%	10%	-0.3%	3%	-7%
COc1ccc(N2CC(C(=O)N/N=C/c3cc([N+](=O)[O-])ccc3O)CC2=O)cc1 (configuration not stated)	3%	2%	?	0	27%	0%	.	-1%	0.2%	4%	5%
O=C(CNC(=O)c1ccco1)OCC(=O)c1ccc(Cl)cc1Cl	3%	0%	6%	2	-4%	0%	4%	-1%	-0.2%	2%	7%
Cc1ccccc1CNC(=O)c1ccccc1C(=O)O	5%	1%	-2%	-8	-5%	-4%	8%[46.1 µM]	-1%	-1.0%	1%	-5%
CCOC(=O)C1CN(S(=O)(=O)c2ccccc2)CCN1S(=O)(=O)c1ccccc1 (configuration not stated)	-1%	6%	?	5	4%	-5%	-1%	.	-0.2%	3%	6%
CCC(=O)NC(c1cc(Cl)c2cccnc2c1O)C(C)C (configuration not stated)	-20%&-2%	8%&16%	8.2µM*	-7&-13	1%&5%	0%	-3%	?	0.4%&-0.8%	-5%&0%	-4%&-6%
C=CCNc1nnc(Cl)c2ccccc12	0%	-7%	11%	10	-1%	-6%	2%	.	0.0%	2%	?
Cc1nn(Cc2c(F)c(F)c(F)c(F)c2F)c(C)c1NC(=O)c1cccc(COc2ccccc2Cl)c1	16%	-1%	?	14	-6%	-6%	1%	.	0.2%	0%	6%
CCOC(=O)c1sc(NC(=O)/C=C/c2ccccc2)nc1C	10%	1%	18%	0	-3%	-6%	0%[46.1 µM]	4%	0.1%	4%	?
O=C(Nc1ccc2ccccc2n1)c1ccccc1Br	-4%	21%	?	-2	2%	0%	-1%	-8%	0.1%	0%	.
COc1ccc(C(=O)COC(=O)CCc2nc3ccccc3[nH]c2=O)cc1Br	14%	3%	0%	-12	-1%	-4%	3%	5%	0.4%	1%	?
CC1=CCC2C(=O)N(c3ccc(C(=O)Nc4ccccc4Cl)cc3)C(=O)C2C1 (configuration not stated)	-12%	3%	3%	-82*	-1%	-2%	-5%	4%	0.1%	-2%	6%
COc1ccc(C2CC(=O)C3=C(C2)Nc2ncnn2C3c2ccccc2C)c(OC)c1 (configuration not stated)	10%	5%	-4%	-16	-5%	-3%	-2%	.	-0.9%	-2%	0%
CSc1nsc(SCc2cnc(C)nc2N)n1	19%	6%	11%	13	2%	-7%	1%	6%	-3.1%	1%	1%
COc1cc(OC)cc(-c2c(C#Cc3ccsc3)c3cc(-c4cc(OC)c(OC)c(OC)c4)ccc3n2C)c1	16%	.	-10%	10	5%	2%	-3%	8%	-0.1%	0%	-5%
CN(C)C(=S)Nc1ccc(Br)cc1Cl	9%	2%	25%	-1	1%	0%	-2%	-9%	-0.5%	0%	?
O=C1c2ccccc2C(O)(Cc2ccccc2)N1c1ccc2c(c1)OCO2 (configuration not stated)	-12%	10%	-3%	38	2%	-4%	16%	-6%	0.0%	3%	-10%
COc1ccc(C(=O)CC(=O)c2ccccc2O)cc1	-10%	9%	?	-13	2%	-3%	-2%	-4%	0.1%	0%	?
CCc1c(C)c2cc(Cl)c(O)c(CN(C)C)c2oc1=O	6%	2%	-2%	-5	-13%	-11%	3%	.	0.0%	1%	?
CCOc1cc(NC(=S)Nc2ccccc2OC)c(OCC)cc1NC(=O)c1ccccc1C	-5%	-21%	-12%	6	-1%	1%	5%	0%	0.1%	-1%	?
COc1ccc(-c2cn(Cc3ccc(C(N)=O)cc3)c(-c3ccc(Cl)nc3)n2)cc1	-1%	-15%	?	-1	-7%	0%	-1%	6%	0.5%	2%	-6%
COc1ccc(N2CCN(S(=O)(=O)c3c(C)[nH]c(C)c3C(=O)N3CCCC3)CC2)cc1	12%	-1%	17%	39	0%	2%	0%	-2%	-0.4%	2%	-1%
